Pf apPOL inh: Pf-apPOL inhibitors, biochemical, fluorescence; Plasmodium falciparum apicoplast DNA polymerase (apPOL); Recombinant Pf-apPOL, molecular beacon fluorescence, 1.5 h; actives 0.25% (n = 210,000); inhibition, % at 10 µM; AID 1794808, 2022
mHTT CaM bind: mutant huntingtin-calmodulin interaction inhibitors – biochemical, AlphaScreen, primary screen. inhibition, % at 15 µM. P42858. actives 3.6% (n = 190,000). AlphaScreen His-mHTT/GST-CaM binding, luminescence. AID 1671202, 2021;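 further: 0% = both proteins with DMSO and 100% = one protein alone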
* = called active by the depositor; i = inactive; x = no result given; & = joins results of further samples. No stated cut-off is given here; in the data, active means inhibition above about 50%; inactive means the rest. Some of the compounds tested. The share of hits here may be higher or lower than overall.

Molecule	Pf apPOL inh	mHTT CaM bind
COc1cccc(-c2cc3n(n2)CCCN(Cc2cccnc2)C3)c1	-1	-4
Cc1ccc(Oc2ccc(N3C(=O)c4cccc(N)c4C3=O)cc2)cc1C	-5	-15
CCOc1ccc(CNC(=O)CC2CCN(C(=O)c3[nH]c(C)cc3C)CC2)cc1	-4	-9
O=[N+]([O-])c1cc(C(F)(F)F)ccc1N1CCN(CCOc2nonc2-c2ccccc2)CC1	-5	14
Cn1cc(Br)c(C=NNc2cc(Cl)cc(Cl)c2)n1	2	x
COc1ccc(C=C2c3cc([N+](=O)[O-])cc([N+](=O)[O-])c3-c3c2cc([N+](=O)[O-])cc3[N+](=O)[O-])cc1	1	100*
COc1ccc(C(=O)N2CCN(c3ccc(F)cc3F)C(=O)C2C)cc1 (centres undefined)	1	-6
CC1CCCCN1c1ccc(N2CCN(C(=O)c3cccc([N+](=O)[O-])c3)CC2)nn1 (centres undefined)	-7	8
CN(CC(=O)NCc1cccnc1)S(=O)(=O)c1ccc(Cl)cc1	-6	2
O=C1OCCN1S(=O)(=O)c1ccc(Cl)cc1	-4	-2
COc1ccc(S(=O)(=O)NCc2ccc3c(c2)OCO3)cc1OC	-3&3	4&0
O=C(Nc1cc(C(F)(F)F)ccc1N1CCCC1)c1ccc(Cl)c([N+](=O)[O-])c1	8	28
CC(C)(C)C(=O)Nc1c2c(nn1-c1ccc(Cl)cc1)CS(=O)(=O)C2	-4	0
COc1ccccc1C/C(N)=N/OC(=O)c1ccc(OC)c(OC)c1	-5	i
O=[N+]([O-])c1ccc(CN2CCN(CCOCCO)CC2)cc1	4	1
Cc1ccc2nc(C(=O)Nc3ccc(C)c(F)c3)cc(N3CCOCC3)c2c1	0	-6
CCOc1ccc(CC(=O)N2CCCCC2c2nc(COC)no2)cc1 (centres undefined)	-5	0
Cc1nc2nc(-c3ccccc3)cc(-c3ccccc3)n2n1	2&-7	3&-2
COC(=O)c1ccc(NC(=O)CSc2ncnc3c2nnn3C)cc1	-1	-12
O=C(NCCC1=CCCCC1)C(=O)Nc1cccc(F)c1	-10	-3
Cc1ccc(NC(=O)N2CCC(n3cnc4ccc(F)cc4c3=O)CC2)cc1	-5	-9
CCn1cc(C(=O)Nc2cccc(C(C)=O)c2)c2nn(-c3ccccc3)c(=O)c-2c1	-2	-16
CC1CCN(CC(O)COc2ccc3c(c2)CCC3)CC1 (centres undefined)	-7	-1
CC1(C)CC(NC(=O)CNc2ccccc2)CC(C)(C)N1	-2	0
CCN(CC)C(=O)CN(C#N)c1nc(C)cc(C)n1	-6	2

By substructure, the compounds so far with a halogen
Molecule	Pf apPOL inh	mHTT CaM bind
O=[N+]([O-])c1cc(C(F)(F)F)ccc1N1CCN(CCOc2nonc2-c2ccccc2)CC1	-5	14
Cn1cc(Br)c(C=NNc2cc(Cl)cc(Cl)c2)n1	2	x
COc1ccc(C(=O)N2CCN(c3ccc(F)cc3F)C(=O)C2C)cc1 (centres undefined)	1	-6
CN(CC(=O)NCc1cccnc1)S(=O)(=O)c1ccc(Cl)cc1	-6	2
O=C1OCCN1S(=O)(=O)c1ccc(Cl)cc1	-4	-2
O=C(Nc1cc(C(F)(F)F)ccc1N1CCCC1)c1ccc(Cl)c([N+](=O)[O-])c1	8	28
CC(C)(C)C(=O)Nc1c2c(nn1-c1ccc(Cl)cc1)CS(=O)(=O)C2	-4	0
Cc1ccc2nc(C(=O)Nc3ccc(C)c(F)c3)cc(N3CCOCC3)c2c1	0	-6
O=C(NCCC1=CCCCC1)C(=O)Nc1cccc(F)c1	-10	-3
Cc1ccc(NC(=O)N2CCC(n3cnc4ccc(F)cc4c3=O)CC2)cc1	-5	-9

(next part)
Molecule	Pf apPOL inh	mHTT CaM bind
CC1CN(S(=O)(=O)c2ccc(Cl)c(C(=O)Nc3ccc([N+](=O)[O-])cc3)c2)CC(C)O1 (centres undefined)	-92	22
O=C(C[n+]1cccc(/C=N/O)c1)N(Cc1ccccc1)Cc1ccccc1	-4	i
O=C(COc1ccc(Br)cc1Cl)NCc1ccncc1	-6	-3
COc1cccc(C=C2Oc3c(ccc(O)c3CN3CCCC(C)C3)C2=O)c1 (centres undefined)	-34	27
CCCCN(CC)S(=O)(=O)c1ccc(F)c(C(=O)Nc2cc(C)ccc2OC)c1	0	-17
CC1(C)Cc2c(sc(NC(=O)C3CC(=O)OC34CCCCC4)c2C#N)CO1 (centres undefined)	1	-3&11
CC(=O)c1ccc(NC(=O)C23CCC(C)(C(=O)C2)C3(C)C)cc1 (centres undefined)	-9&5&-2	-5&-3&4
COC(=O)C1=C(C)NC(SCC(=O)NC2CCCCC2)=C(C#N)C1c1ccccc1F (centres undefined)	-7	-4
O=S(=O)(c1ccc(Cl)cc1)N1CCN(C2CCCC2)CC1	5	-2
c1ccc(C2C3=C(CCCC3)Nc3nc4ccccc4n32)cc1 (centres undefined)	0	100*
CC(C)c1ccc(-n2ccnc(NC(=O)Nc3cccc(Cl)c3)c2=O)cc1	-3	0
COc1ccc(/C=C/C(=O)Nc2ccc(Br)cc2)cc1OC	-1	19
CN1c2ccccc2C(=O)NC12CCN(C(=O)Nc1ccccc1F)CC2	-6	-6
CC(C)N(CCC#N)C(=O)Nc1ccccc1Cl	-1	x
N#Cc1c(N)n(-c2cc(Cl)cc(Cl)c2)c2nc3ccccc3nc12	8	-2
CCCc1nnc2n1N=C(c1ccc(OC)cc1)CS2	4	7
CCOc1ccc(C(=O)NCc2cccnc2)cc1[N+](=O)[O-]	0	-6
COc1ccc(N2CCN(C(=O)c3cccc(F)c3)C(C)C2=O)cc1OC (centres undefined)	-2	-9
CC(C)CNC(=O)C(=O)NCc1ccccn1	-2	-5
COc1ccc(C(=O)N2CCC(c3nc(CNC(C)=O)cs3)CC2)cc1	2	7
Cc1nn(CCCC(=O)Nc2c(Cl)cccc2Cl)c(C)c1[N+](=O)[O-]	-6	1
COc1cc(C(Sc2ccccc2)Sc2ccccc2)cc(OC)c1OC	-4	x
CC1CN(CN2C(=O)C(=O)c3ccccc32)CC(C)O1 (centres undefined)	-5	6
Cc1nc(SC2CC(=O)N(c3ccc(Br)cc3)C2=O)c(C#N)c(C)c1C (centres undefined)	-4	-3
CCc1ccc(-c2ccc3nnc(SCC(=O)Nc4ccc(F)cc4)n3n2)cc1	-6	-11
CCCNC(=O)C1CN(C(=O)c2cccc(Cl)c2)CC1c1ccccc1 (centres undefined)	1	0
O=C1CCC([N+](=O)[O-])C(c2ccc(Cl)cc2Cl)N1 (centres undefined)	-7	-4
Cc1nonc1-c1cn2cc(Br)cc(Br)c2n1	0	-3
COc1cccc(C(=O)CN2CCN(CC(=O)Nc3ccccc3F)CC2)c1	-2	9
Cc1cc(C)n2nc(S(=O)(=O)NCc3ccc(Cl)cc3)nc2n1	-4	-8
CCCCCC(=O)N1C[C@H](n2cc(COC(=O)c3ccccc3)nn2)[C@@H](O)C[C@@H]1c1ccccc1	0	17
CC1=C(/C=C/C(C)=C/C=C/C(C)=C\C(=O)O)C(C)(C)CCC1	5	x
Cc1ccnc(N2CCC(C(=O)NCCN3CCN(c4cccc(Cl)c4)CC3)CC2)n1	-4	9
COc1ccc(-c2nc(NCc3ccc(F)cc3)c3ccccc3n2)cc1OC	-4	87*
CC(=O)N1CCCC(c2ccnc(-c3ccccc3)n2)C1 (centres undefined)	-5	-8
Cc1ccc2ncn(C3CCN(S(=O)(=O)c4cccc(Cl)c4)CC3)c(=O)c2c1	1	-1
CC1(c2ccccc2NC(=O)c2ccccc2Cl)CC1	-6	-14
N#Cc1nc(-c2ccccc2)oc1NCC1CCCO1 (centres undefined)	0	-3
CN1CCN(CCCNC(=O)c2cc(-c3cccnc3)nc3ccccc23)CC1	-6	-10
COc1ccc(N2CCN(c3ncnc(N)c3[N+](=O)[O-])CC2)cc1	-6	3
O=C(Cc1c[nH]c2ncccc12)NCC1CC1	1	-16
COc1cccc(C2CC(c3ccc(Cl)cc3)Nc3nc(N)nn32)c1 (centres undefined)	-1	-3
O=C1CS(=O)(=O)C(c2ccccc2[N+](=O)[O-])N1c1ccc(Cl)c(Cl)c1 (centres undefined)	-5	16
O=[N+]([O-])c1ccccc1Sc1c(-c2ccccc2)nc2ncccn12	-3	17
ON=C(Cc1ccc(Cl)cc1)c1ccc(O)cc1O	2	28
CCOC(CCn1c(SCC(=O)Nc2ccccc2CC)nc2ccccc2c1=O)OCC	-5	14
CC(=O)Nc1cccc(-c2nnc(SCC(=O)Nc3ccc(F)cc3)n2C)c1	0	-5
CC(=O)N1CCN(c2cc(C)ccc2C)C(=O)C1C (centres undefined)	3	-6
CCn1nccc1C(=O)N1CCCCC1c1nncn1CC1CC1 (centres undefined)	-2	1
CCCc1nc2cccnc2n1C1CCN(S(=O)(=O)c2cccc3nsnc23)C1 (centres undefined)	-2	6

Other results
Under each structure: Pf apPOL inh, mHTT CaM bind
- Cc1noc(C)c1C1CCCN1Cc1cn[nH]c1-c1cccs1 (centres undefined)
 : 3, 15
- CCN1CCn2c(nc3cc(C(=O)Nc4ccccc4)ccc32)C1=O
 : 15, -2
- CCCNc1cc(N2CCCC(CCC(=O)NCc3cccc(F)c3)C2)ncn1 (centres undefined)
 : -4, -4
- O=C(NCc1cccnc1)c1cc(Sc2ccc(F)cc2)nc2ccccc12
 : 0, 25
- N#Cc1c(N)nc2c3c1NC(O)(c1ccccc1)C(C#N)C3c1cc(Cl)ccc1O2 (centres undefined)
 : 3, x
- CCCCN(CC)S(=O)(=O)c1ccc(C(=O)Nc2nnc(COC)o2)cc1
 : -17, 13
- Cc1ccccc1NC(=O)C(C)(C)Oc1ccc(Cl)cc1
 : -5, -33
- CC(=Nc1ccc(S(N)(=O)=O)cc1)C1=C(O)c2ccccc2C1=O
 : -4, 9
- CC(C(=O)Nc1nc2ccccc2[nH]1)n1nc(-c2ccco2)ccc1=O (centres undefined)
 : 1, 17
- CCOc1ccccc1Oc1coc2cc(OC)ccc2c1=O
 : -4, -3
- CC(=NNc1nnc(-c2ccccc2)c(-c2ccccc2)c1-c1ccccc1)c1ccccc1
 : 9, x
- O=[N+]([O-])c1ccc(OCC(O)Cn2cnc3ccccc32)cc1 (centres undefined)
 : -13, 16
- O=C(COc1ccccc1C(=O)Nc1ccccn1)Nc1ccccc1Cl
 : -6, 0
- FC(F)(F)c1cc(CN[C@H]2CCC23CCCCC3)ccc1Cl
 : -1, 14
- Cn1cccc1CNn1nnnc1N
 : x, 3
- COC(=O)COc1ccc2c(c1C)OC(=Cc1ccc(OC)cc1)C2=O
 : 4, 8
- COc1ccc(Oc2c(C)oc3c4c(ccc3c2=O)OCN(C2CC2)C4)cc1
 : -7, 7
- O=c1c2c(nc3n1CCS3)-c1ccccc1CC21CCCC1
 : 7, 3
- COc1cccc(COCCN2CCN(S(=O)(=O)c3ccccc3)CCC2=O)c1
 : 1, 5
- CN(C)S(=O)(=O)c1ccc(C(=O)NCCn2ncc3c(N4CCCC4)ncnc32)cc1
 : 0, -5
- COC(=O)C1=C(N)Oc2cc(C)n(Cc3ccccn3)c(=O)c2C1c1cccc(Cl)c1 (centres undefined)
 : 5, 25
- CC(C)(C)C(=O)N1CCN(Cc2ccccc2)CC1
 : -12, 2
- O=C(NCc1csc(-c2ccccc2)n1)C1CCN(C(=O)NC2CCCCC2)CC1
 : -3, -5
- C(=Nc1nccs1)c1cccc2c1OCOC2
 : x, 41
- N=C(N)N=NC=CC=Cc1ccccc1
 : 5, x
- O=C(O)c1cn(Cc2ccc(F)cc2)c(=O)c2ccccc12
 : -7, -8
- CCCc1nc(-c2c(C)cc(C)nc2NC(=O)c2ccccc2C)no1
 : 2, -2
- O=C(NCC1CCCO1)c1ccc(-c2cccc(F)c2)nc1 (centres undefined)
 : -1, -11
- Cc1cc(Br)ccc1OCC(=O)N1CCCC1
 : -1, -2
- CNNC(=S)NCCC1=CCCCC1
 : 10, x
- CCOc1ccc(-n2c(=O)c3sccc3n(CC(=O)Nc3cccc(Cl)c3)c2=O)cc1
 : 14, 2
- O=C(Nc1c(C(=O)Nc2ccccc2F)cnn1-c1ccccc1Cl)c1cccs1
 : 0, 4
- O=C(c1cccs1)N1CCN(Cc2cccc([N+](=O)[O-])c2)CC1
 : -8, -1
- COc1cccc(-c2nc(C3CCN(C(=O)c4cccc(C#N)c4)CC3)no2)c1
 : 5, 4
- Cc1ccc(NC(=O)C2(N(C(=O)Cn3nnnc3N)c3ccc(C)cc3)CCCCC2)cc1
 : 4, 46
- CN(C)c1cc(N2CCCC(NC(=O)c3cccnc3)C2)ncn1 (centres undefined)
 : -5, 2
- c1ccc(Cn2ncc3c(N4CCN(c5ccccn5)CC4)ncnc32)cc1
 : -2, 24
- COc1cccc2cc(-c3nnc(-c4cccc(Br)c4)o3)c(=O)oc12
 : -1, 0
- COc1cccc(CC(=O)N2CCN(c3cc(-c4ccccc4)[nH]n3)CC2)c1
 : 0, 21
- Cc1cccc(NC(=O)CSc2nnc(CNC(=O)c3c(F)cccc3Cl)o2)c1
 : -1, -1
- COc1cc(C2N(Cc3ccccc3)CCN2Cc2ccccc2)ccc1O
 : -1, 7
- O=C1CCN(S(=O)(=O)c2ccccc2)CCN1CCOCc1ccc(C(F)(F)F)cc1
 : 6, 30
- CCC(C)Sc1nc2c(c(=O)n1-c1ccc(F)cc1)SCC2 (centres undefined)
 : 0, 23
